LmPK inhibitor = blocks Leishmania mexicana pyruvate kinase activity. purified LmPK, Kinase-Glo ATP luminescence, 1 h. AID 1721. 0.37% of 290,000 active. Q27686. Potency, µM (highest dose often 57.5 µM), for inactives: top-dose activity change, negative = inhibition, hits mostly inhibitors; also: potency is read from the fitted curve at half-maximal effect; % is scaled to controls: 0 for no effect and ±100 for the full control effect
Target sequence (Q27686 whole entry, looked up): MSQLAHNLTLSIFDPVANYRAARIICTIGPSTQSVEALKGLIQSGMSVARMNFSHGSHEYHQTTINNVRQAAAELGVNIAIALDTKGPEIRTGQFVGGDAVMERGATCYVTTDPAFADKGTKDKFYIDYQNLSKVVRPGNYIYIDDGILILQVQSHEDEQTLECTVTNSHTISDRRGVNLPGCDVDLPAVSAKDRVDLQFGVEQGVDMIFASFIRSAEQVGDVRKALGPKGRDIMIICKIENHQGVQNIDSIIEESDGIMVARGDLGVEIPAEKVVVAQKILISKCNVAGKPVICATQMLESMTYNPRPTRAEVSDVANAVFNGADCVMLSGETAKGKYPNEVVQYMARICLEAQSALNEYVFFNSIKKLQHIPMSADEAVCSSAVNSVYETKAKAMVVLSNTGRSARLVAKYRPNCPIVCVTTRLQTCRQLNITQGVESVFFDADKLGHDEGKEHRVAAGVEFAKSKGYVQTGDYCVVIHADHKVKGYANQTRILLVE
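qHTS format; LmPK 0.1 nM; substrates PEP 0.5 mM and ADP 0.1 mM. One-hour room-temperature incubation, then coupled luciferase luminescence; 0.5 nM enzyme wells mark activation.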
Tb PYK inh = blocks Trypanosoma brucei pyruvate kinase; TbPYK enzyme, Kinase-Glo Plus ATP luminescence, 45 min; Q57TT1; 0.12% of 410,000 active; Potency, µM (highest dose often 76.8 µM), without a hit: at the highest dose activity, negative = inhibition, hits mostly inhibitors; AID 624173; also: potency is read from the fitted curve at half-maximal effect; % is scaled to controls: 0 for no effect and ±100 for the full control effect; nearly all actives have a fitted effect of over 50% in size
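Luminescence from Kinase-Glo Plus, added after a 45-minute room-temperature reaction, served as the end-point read-out. The enzyme and substrate were preincubated with compound before ADP (130 uM final) initiated turnover. Concentration-effect curves came from normalized qHTS data.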
Shiga toxin inh = Shiga toxin inhibition; Vero cells, Shiga toxin protein synthesis inhibition reporter; inhibition, % at 38.7 µM; 9.2% of 290,000 active; in the data active = inhibition mostly above about 28%, no sharp cut-off; inactive = mostly below about 43%; also: 0% is about no effect
AMA1 RON2 block = AMA1-RON2 (P. falciparum) interaction inhibition; AlphaScreen AMA1-biotinylated RON2 peptide binding; AID 720542; Potency, µM (top dose mostly 58.2 µM), for inactives: at the highest dose activity change, negative = inhibition, most hits filed as inhibitors; 0.2% of 360,000 active;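 also: potency is read from the fitted curve at half-maximal effect; 0% = vehicle wells and -100% = peptide control; nearly all actives have a fitted effect of over 45% in size; some results filed as inactive show a strong effect at the top dose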
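AMA1 (3D7) with his tag at 25 nM final met compounds first, then biotinylated RON2 peptide at 25 nM; detection used donor plus acceptor beads, 10 µg/mL apiece, read by AlphaScreen after 30 min at room temperature.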
Pf growth 48h = inhibits P. falciparum growth in the first generation, 48 h; AID 504832; Potency, µM (series often up to 28.7 µM), for inactives: at the top dose activity change, negative = inhibition, hits mostly inhibitors; 5.9% of 310,000 active; P. falciparum luciferase growth in erythrocytes, 48 h; also: potency is read from the fitted curve at half-maximal effect; % is scaled to controls: 0 for no effect and ±100 for the full control effect
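Parasite viability was followed by luminescence of a genomically integrated firefly luciferase. Cultures held 0.1% parasitemia at 2% hematocrit (final), incubated under 5% CO2 at 37 C.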
CHX counter = counter-screen for Shiga toxin inhibitors: cycloheximide protein synthesis inhibition | cell reporter, cycloheximide protein synthesis inhibition counterscreen | max response, % | 12% of 300,000 active; in the data active = max response mostly above about 13%, no sharp cut-off; inactive = mostly below about 14%; also: read at 38.3 µM for the half of the compounds with a filed dose; 0% is about no effect
Pf growth 96h = inhibits malaria parasite growth, 96 h; P. falciparum luciferase reporter growth, 96 h; Potency, µM (top dose mostly 28.7 µM), for inactives: top-dose activity change, negative = inhibition, usual class: inhibitors; 6.9% of 320,000 active; AID 504834; also: potency is read from the fitted curve at half-maximal effect; % is scaled to controls: 0 for no effect and ±100 for the full control effect
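Readout is luminescence from an integrated firefly luciferase in P. falciparum. Red cells, 2% hematocrit and 0.05% parasitemia final, were cultured with compound through two parasite generations (96 hours) at 37 C, 5% CO2.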
* marks the source's active call; other numbers are inactive results; ? = inconclusive; / = not tested or not shown; & = joins results of further samples; ! = repeats disagree; [ ] = another dose, or the depositor's remark. Unless noted, calls follow the shape of the dose curve; as a rule, active = well fitted curve in the direction sought with a large enough effect; inconclusive = small, poorly fitted or top-dose-only effect, or another doubt; inactive = no such curve, though single readings can be large; an effect the other way counts as inactive or inconclusive.

SMILES	LmPK inhibitor	Tb PYK inh	Shiga toxin inh	AMA1 RON2 block	Pf growth 48h	CHX counter	Pf growth 96h
CCc1ccc(CNn2cnnc2SCC(=O)NC(C)(C)C)cc1	4%	-14%	1	3%	-17%	-2	-17%
CCN(CC)c1cc(C(F)(F)F)nc(-c2ccccn2)n1	0%	-6%	-12	3%	?	-1	?
NC(=O)CC(NC(=O)Cc1ccc(Br)cc1)c1ccc(NCc2ccccn2)c([N+](=O)[O-])c1 (centres undefined)	3%	-1%	1	54%[activator]	-24%	-2	-25%
Clc1ccc(-c2ccc(C=Nc3ccc(N4CCOCC4)cc3)o2)c(Cl)c1	6%	-27%	-16	-4%	12%	-2	24%
CCc1cc(C(=O)Nc2cc(S(=O)(=O)N(CC)CC)ccc2N2CCOCC2)sc1C	/	0%	/	8%	?	/	9.3µM*
Cn1c(C2CCCCC2)nc2c1c(=O)[nH]c(=O)n2Cc1ccccc1	2%	1%	1	-4%	?	0	?
Cc1cc(C)c2nc(NC(=O)c3cccc(S(=O)(=O)N4CCc5ccccc54)c3)sc2c1	1%	-4%	7	6%	-8%	7	31%[activator]
COc1cc2c(cc1OC)C(c1ccccc1Cl)N(C)CC2 (centres undefined)	7%	6%	/	-10%	4%	1	?
Cc1cc(C)c2nc(NC(=O)C3CSC4(C)CCC(=O)N34)sc2c1 (centres undefined)	/	-8%	/	1%	-17%	/	40%[activator]
S=C(NCc1ccco1)N1CCN(c2cccc(Cl)c2)CC1	4%	-17%	-4	-18%	32%[activator]	-2	/
CC(=O)Nc1ccc(NC(=O)Cn2nc(C(=O)Nc3ccc(C)cc3)ccc2=O)cc1	10%	-4%&-8%	-6&-2	-11%	19%	6&-4	12%
CCCc1cc(=O)[nH]c(SCC(=O)N(CC)Cc2ccccc2)n1	4%	2%	8	-1%	-7%	-2	?
CCC(c1nnnn1C(C)(C)C)N1CCN(Cc2ccccc2OC)CC1 (centres undefined)	7%	-1%	13	3%	-10%	1	3%
Cc1nc(C)c(C(=O)C2=C(O)C(=O)N(CCCn3ccnc3)C2c2ccc(Cl)cc2)s1 (centres undefined)	-1%	2%	-7	-10%	46%[activator]	0	?
CCc1nnc(NC(=O)CSc2nc3cc4c(cc3cc2C)OCCO4)s1	5%	-9%	-16	-4%	19%	-2	42%[activator]
CCOc1ccccc1Nc1nnc(SCC(=O)N2CCCC2)s1	-5%	-11%	1	-6%	0%	0	?
Cc1ccc(NC(=O)Nc2sc(=S)n(C)c2C)cc1	0%	0%	-5	6%	42%[activator]	11	/
CCOc1ccc(CCNC(=O)CCS(=O)(=O)c2ccc(OC)cc2)cc1OCC	-6%	6%	17	2%	9%	10	?
CCOCc1nnc(NC(=O)CCc2ccccc2)s1	6%	1%	-5	-30%	-4%	0	5%
Cc1cc(Cl)ccc1OCCCC(=O)NNC(=O)c1ccccc1O	/	9%	/	34%[activator]	-16%	/	30%[activator]
COCCNc1nc2nonc2nc1N(C)Cc1ccc(C)cc1	1%	1%	5	-21%	?	1	30%[activator]
COc1ccc(C(CC(=O)N2CCCCC2)c2c(OC)cc(OC)c3c(-c4ccccc4)cc(=O)oc23)cc1 (centres undefined)	7%	0%	-8	-19%	12µM*	-2	13µM*
O=C(/C=C/c1ccco1)c1cccnc1	-2%	-12%	-4	-30%	/	5	?
Oc1cc[c]([Hg][Cl])cc1	/	1.4µM*	/	/	1.9µM*	/	1.5µM*

Sorted by heavy-atom count (highest first): some entries from above
SMILES	LmPK inhibitor	Tb PYK inh	Shiga toxin inh	AMA1 RON2 block	Pf growth 48h	CHX counter	Pf growth 96h
COc1ccc(C(CC(=O)N2CCCCC2)c2c(OC)cc(OC)c3c(-c4ccccc4)cc(=O)oc23)cc1 (centres undefined)	7%	0%	-8	-19%	12µM*	-2	13µM*
CCCc1cc(=O)[nH]c(SCC(=O)N(CC)Cc2ccccc2)n1	4%	2%	8	-1%	-7%	-2	?
Oc1cc[c]([Hg][Cl])cc1	/	1.4µM*	/	/	1.9µM*	/	1.5µM*

Next section:
SMILES	LmPK inhibitor	Tb PYK inh	Shiga toxin inh	AMA1 RON2 block	Pf growth 48h	CHX counter	Pf growth 96h
Cc1nnc(NC(=O)c2cccc(Br)c2)s1	-5%	0%	-9	-2%	/	1	17%
Cc1nc(CCN2C(=O)c3ccccc3C2=O)cs1	2%	-5%	54	-1%	50%[activator]	-3	39%[activator]
C/C(=N\NC(=O)c1sccc1C)c1cccnc1	-8%	6%	89*	10%	47%[activator]	41*	1%
Cc1ccccc1-n1cc[nH]c1=S	-12%	-23%	-5	0%	-6%	-6	1%
NC(=O)CCC(=O)N1CCCC(C(=O)c2ccc3c4c(cccc24)CC3)C1 (centres undefined)	-8%	6%	-23	1%	13%	-3	?
Oc1c(C(c2ccco2)N2CCC3(CC2)OCCO3)sc2ncnn12 (centres undefined)	10%	-26%	7	1%	/	-3	-1%
CCn1c(=O)cc(SCC(=O)NCc2ccc(C)cc2)c2ccccc21	9%	1%&-10%	9	6%	8%	-2	-5%
COc1ccc(/C=c2/sc3n(c2=O)C(c2ccccc2OC)C2=C(N=3)c3ccccc3CC2)cc1O (centres undefined)	-1%	-2%	-21	16%	2.1µM*	1	2.3µM*
O=C(Cc1ccccc1)Nc1ccc2c(c1)C(=O)N(CC1CCCO1)C2=O (centres undefined)	4%	1%	-3	-6%	?	6	-24%
Cc1ccc(NC(=S)N(CCCN2CCOCC2)Cc2ccccn2)cc1	0%	1%	10	26%	15%	8	5%
Cc1ccc(S(=O)(=O)CC(C)(O)C(=O)Nc2cccc(C(F)(F)F)c2)cc1 (centres undefined)	-2%	-12%	-17	4%	-11%	1	9%
COc1cccc(NS(=O)(=O)c2ccc(S(=O)(=O)N3CCCC3)cc2)c1	/	-7%	/	0%	-19%	/	?
Cc1ccc(OCCOC(=O)c2cccc(S(=O)(=O)N3CC(C)OC(C)C3)c2)cc1 (centres undefined)	/	-7%	/	-4%	13µM*	/	?
CCC(=O)N1CCN(c2ccccc2NC(=O)COc2cccc(C)c2)CC1	-1%	0%	-16	-3%	?	-2	37%[activator]
COc1ccccc1NS(=O)(=O)c1cc(C(=O)N2CCCC2)ccc1F	/	4%	/	0%	3.3µM*	/	?
COCCNS(=O)(=O)c1cc2[nH]c3c(c2cc1C)C(=O)CC(C)(C)C3	-1%	-1%	-8	0%	-2%	-4	?
CN1CCN(S(=O)(=O)c2ccc(NC(=S)NC(=O)C3CCCCC3)cc2)CC1	1%	-4%	-5	-29%	-11%	9	-5%
O=C(O)c1ccc2c(c1)C(=O)N([C@@H](Cc1ccc(O)cc1)C(=O)O)C2=O	/	/	-4	/	-22%	-1	15%
CC1CN(C(=O)CN2C(=O)NC(C)(c3ccccc3)C2=O)CC(C)O1 (centres undefined)	-1%	3%	-6	?	9%	0	0%
O=C(Nc1nc(-c2ccc3ccccc3c2)cs1)C1CCN(S(=O)(=O)c2cccs2)CC1	2%	-4%	-1	3%	?	-3	?
Cc1cccc(OCCCC(=O)NCCc2ccccc2)c1	-6%	-2%	24	22%	-3%	-2	-10%
CN1C(=O)C(c2ccc([N+](=O)[O-])cc2[N+](=O)[O-])C(=O)N(C)C1=O	-2%	-5%	-12	-6%	-1%	-7	34%[activator]
O=C(O)c1[nH]c2ccccc2c1C(c1c(F)cccc1Cl)c1c(C(=O)O)[nH]c2ccccc12	-8%	-2%	-3	-4%	-11%	-3	?
CC(C)(C)NC(=O)COC(=O)c1ccc(O)cc1	3%	8%	19	-10%	32%[activator]	17*	30%

A run of entries of the results above, for reference:
SMILES	LmPK inhibitor	Tb PYK inh	Shiga toxin inh	AMA1 RON2 block	Pf growth 48h	CHX counter	Pf growth 96h
Cc1nc(C)c(C(=O)C2=C(O)C(=O)N(CCCn3ccnc3)C2c2ccc(Cl)cc2)s1 (centres undefined)	-1%	2%	-7	-10%	46%[activator]	0	?
CCc1nnc(NC(=O)CSc2nc3cc4c(cc3cc2C)OCCO4)s1	5%	-9%	-16	-4%	19%	-2	42%[activator]
CCOc1ccccc1Nc1nnc(SCC(=O)N2CCCC2)s1	-5%	-11%	1	-6%	0%	0	?
Cc1ccc(NC(=O)Nc2sc(=S)n(C)c2C)cc1	0%	0%	-5	6%	42%[activator]	11	/

Going on with the list.
SMILES	LmPK inhibitor	Tb PYK inh	Shiga toxin inh	AMA1 RON2 block	Pf growth 48h	CHX counter	Pf growth 96h
Cc1ccccc1CC(=O)N1CCCC1	-4%	0%	-10	1%	-14%	-7	?
Cc1ccnc(NC(=O)c2ccc(Cl)c(S(=O)(=O)N3CCCC3)c2)c1	/	-6%	/	10%	9%	/	?
COc1ccc(NC(=O)c2cnc(SC)nc2C)c(OC)c1	0%	9%	16	6%	-6%	-1	23%
CCCC(=O)Oc1c(S(=O)(=O)c2ccc(C)cc2)c(C)nn1C(C)(C)C	-6%	7%	-10	22%	-3%	-3	-15%
CCOC(=O)c1cc(CC)sc1NC(=O)c1ccc2c(c1)OCCO2	0%	-1%	-7	14%	1%	1	/
OC(c1ccccc1)(c1ccc(F)cc1)C(c1ccccc1)N1CCOCC1 (centres undefined)	2%	-4%	-8	-2%	38%[activator]	7	6.6µM*
S=C(Nc1ccccn1)c1ccccn1	?	?	71*!	-34%	?	42*	6.6µM*!
O=C1N(Cc2ccc(F)cc2Cl)c2ccccc2C12OCCCO2	-8%	-4%	-4	-20%	/	-4	-28%
COc1ccc2cc(CN(C(=O)Nc3ccccc3)C3CCCC3)c(=O)[nH]c2c1	-1%	4%	-11	-7%	?	-8	?
Cc1c(/C=N\NC(=O)C2COc3ccc(C(C)(C)C)cc3O2)c2ccccc2n1C (centres undefined)	4%	2%	-8	-23%	?	-2	?
CCCCON1C(=O)c2cccc3cccc(c23)C1=O	-3%	1%	41*	0%	50%[activator]	15*	34%[activator]
CCOc1[nH]c(/N=C/c2ccco2)c(C#N)c1C#N	2%	?	13	-3%	22%	-1	10%
CCCCCC1CC(CC(=O)Nc2ccc([N+](=O)[O-])cc2)C(=O)O1 (centres undefined)	-1%	2%	5	-9%	-14%	5	-20%
Cc1ccc(/C(=N\S(=O)(=O)c2ccc(Br)cc2)Nc2ccccc2C)cc1	-4%	5%	27	-4%	-15%	-6	-5%
Cc1cc(C(=O)CN2C(=O)NC(C)(c3cccc(Br)c3)C2=O)c(C)n1Cc1ccco1 (centres undefined)	1%	-3%	4	-16%	1.5µM*	2	10%
Cc1cccc(C2NS(=O)(=O)N=C2N)c1 (centres undefined)	3%	/	-9	-8%	/	-4	13%
Cc1cccc(NC(=O)Cn2c(/C=C/c3ccccc3)nc3ccccc32)c1	-11%	-10%	111*	15%	119%[activator]	28*	?
Cc1ccc(SC(c2ccc(C)cc2)C(Cn2cncn2)C(=O)c2ccccc2)cc1 (centres undefined)	2%	-12%	-10	-5%	/	-1	?
COc1ccc(C)cc1NC(=O)c1ccc(NS(=O)(=O)c2c(C)noc2C)cc1	7%	1%&-2%	-5	-1%	-21%	-7	?
NC(=O)NC(CC(=O)OCC(=O)NC(=O)NCc1ccco1)c1ccc(Cl)cc1 (centres undefined)	6%	-10%	36	2%	21%	20	109%[activator]
CC12CCC(C(=O)N(c3ccccc3Cl)C1=O)C2(C)C (centres undefined)	1%	5%	13	-4%	-4%	-4	58%[activator]
O=C(N/N=C/c1ccco1)c1[nH]ncc1Br	-6%	/	120*	/	5%	43*	-3%
